Source: PubChem (The Scripps Research Institute Molecular Screening Center)
MITF primary: blocks human microphthalmia-associated transcription factor; AlphaScreen MITF homodimerization, bead proximity signal; inhibition, % at 2.6 µM; 0.91% of 650,000 active; in the data active = inhibition above about 50%;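 also: 0% = vehicle wells with protein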
Target sequence (O75030 whole entry, looked up): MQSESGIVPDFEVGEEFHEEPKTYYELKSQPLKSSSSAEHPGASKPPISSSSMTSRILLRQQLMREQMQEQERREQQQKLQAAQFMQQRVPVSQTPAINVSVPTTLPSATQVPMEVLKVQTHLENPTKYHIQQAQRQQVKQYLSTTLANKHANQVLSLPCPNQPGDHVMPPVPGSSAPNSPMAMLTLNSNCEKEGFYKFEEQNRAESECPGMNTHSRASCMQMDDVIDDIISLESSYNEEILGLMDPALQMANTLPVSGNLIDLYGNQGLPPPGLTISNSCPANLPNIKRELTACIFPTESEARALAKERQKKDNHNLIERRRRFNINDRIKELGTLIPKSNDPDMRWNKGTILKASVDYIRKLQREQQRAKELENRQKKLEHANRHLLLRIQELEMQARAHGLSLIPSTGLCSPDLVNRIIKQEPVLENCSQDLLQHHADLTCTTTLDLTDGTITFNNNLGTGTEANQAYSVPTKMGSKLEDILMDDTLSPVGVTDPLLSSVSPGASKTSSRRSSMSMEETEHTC
TEAD-YAP inh: TEAD-YAP interaction inhibition; HEK-TIYL cells, TEAD-Gal4/YAP UAS-luciferase luminescence; inhibition, % at 9.12 µM; 1.4% of 640,000 active; AID 1259422; in the data active = inhibition above about 32%;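 also: 0% = median of test compound wells and 100% = reference inhibitor wells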
FBW7 activator: activators of human E3 ligase FBW7; Q969H0; AlphaScreen FBW7–phospho-cyclin E peptide binding, activator screen; normalized activity (activation), % at 26.1 µM; 0.13% of 650,000 active; in the data active = normalized activity above about 1.9%;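 also: purified mutant Fbw7 with reduced substrate affinity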
GPR151 activ: activates the human receptor GPR151. Q8TDV0. PathHunter beta-arrestin GPR151 cells, luminescence. activation, % at 11.2 µM. 1% of 650,000 active; in the data active = activation above about 4.9%;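 also: 0% = median of compound wells and 100% = cells with positive control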
Target sequence (Q8TDV0 whole entry, looked up): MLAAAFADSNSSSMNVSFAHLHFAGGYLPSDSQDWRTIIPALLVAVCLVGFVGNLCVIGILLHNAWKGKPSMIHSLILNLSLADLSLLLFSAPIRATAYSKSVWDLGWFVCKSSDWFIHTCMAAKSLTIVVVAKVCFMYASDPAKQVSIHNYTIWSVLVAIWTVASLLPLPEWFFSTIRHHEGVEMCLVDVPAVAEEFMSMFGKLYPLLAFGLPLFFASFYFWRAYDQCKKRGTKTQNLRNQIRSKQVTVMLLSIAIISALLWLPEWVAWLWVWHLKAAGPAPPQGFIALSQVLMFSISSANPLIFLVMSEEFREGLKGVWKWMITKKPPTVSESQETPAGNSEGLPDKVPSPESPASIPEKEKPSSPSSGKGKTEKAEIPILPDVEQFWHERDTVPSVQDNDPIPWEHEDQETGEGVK
* marks the source's active call; other numbers are inactive results.

COc1ccc(CCNc2ncnc3c2c(-c2ccccc2)cn3-c2ccc(C)cc2)cc1OC was read as MITF primary 3.1, TEAD-YAP inh 0.1, FBW7 activator -0.1 and GPR151 activ 1.4.
CN1CC=C2C(C1)C(c1ccccc1Cl)C(C#N)=C(N)C2(C#N)C#N (stereo unspecified) was read as MITF primary 20.1, TEAD-YAP inh 8.4, FBW7 activator 0.5 and GPR151 activ -0.4.
Screening Cc1cc(C)nc(SCC(=O)Nc2cc(Cl)ccc2Cl)n1 returned MITF primary 7.3, TEAD-YAP inh 20.5, FBW7 activator -0.1 and GPR151 activ -0.1.
For O=C(NC(=S)Nc1ccc(N2CCCCC2)cc1)c1cc2ccccc2o1 the results were MITF primary 12.2, TEAD-YAP inh -2.1, FBW7 activator 0.1 and GPR151 activ 1.8.
c1ccc(-c2nc(-c3cccnc3)cc(N3CCC4(CC3)OCCO4)n2)nc1 was read as MITF primary 3.4, TEAD-YAP inh 6.7, FBW7 activator -0.6 and GPR151 activ -1.2.
For COc1ccccc1C(O)(C(=O)NN(c1ccccc1)c1ccccc1)c1ccccc1OC the results were MITF primary 3.6, TEAD-YAP inh 4.4, FBW7 activator 0.0 and GPR151 activ -0.8.
For Fc1ccc(-c2c(-c3ccnc(Nc4ccc(N5CCOCC5)cc4)c3)noc2NCc2ccccc2)cc1 the results were MITF primary 29.6, TEAD-YAP inh -18.7, FBW7 activator 0.2 and GPR151 activ -0.3.
CC(=O)Nc1ccnn1C1CCN(Cc2cc(F)ccc2-n2nc(C)cc2C)CC1 was read as MITF primary -3.7, TEAD-YAP inh -5.3, FBW7 activator 0.1 and GPR151 activ 0.6.
For CN(Cc1cnn(C)c1)C(=O)CC1(c2cccc(C(F)(F)F)c2)CC(=O)N(C2CC2)C1=O (stereo unspecified) the results were MITF primary 8.1, TEAD-YAP inh 0.3, FBW7 activator 0.2 and GPR151 activ 0.8.
`O=C(c1ccccc1[N+](=O)[O-])N1CCN(C(c2ccccc2)c2ccccc2)CC1` gave MITF primary 0.0, TEAD-YAP inh -1.8, FBW7 activator 0.8 and GPR151 activ -2.0.
`COc1cc(SC)ccc1C(=O)Nc1ccc(O)c(CN2CCCCC2)c1` gave MITF primary 0.3, TEAD-YAP inh -2.2, FBW7 activator -0.4 and GPR151 activ 0.0.
Screening O=[N+]([O-])c1ccc(N2N=NC3C4CC(C5C=CCC54)C32)cc1 (stereo unspecified) returned MITF primary 16.1, TEAD-YAP inh 11.0, FBW7 activator 0.1 and GPR151 activ -0.4.
CC(=O)Oc1ccc(C(C)=O)c2c1OCCO2 was read as MITF primary 15.8, TEAD-YAP inh 10.3, FBW7 activator 0.4 and GPR151 activ -0.3.
Screening O=c1c2ccccc2n2c(=S)[nH]nc2n1Cc1ccc(F)cc1 returned MITF primary 0.1, TEAD-YAP inh -0.2, FBW7 activator 0.0 and GPR151 activ 0.1.
Screening Fc1cccc(F)c1/C=N/Nc1ncc(Cl)cc1Cl returned MITF primary -0.1, TEAD-YAP inh -42.1, FBW7 activator -0.7 and GPR151 activ -2.0.
For CC(=O)Nc1ccc(NC(=O)c2csc(-c3c(C)nn(C)c3C)n2)cc1 the results were MITF primary -4.5, TEAD-YAP inh -6.8, FBW7 activator 0.6 and GPR151 activ 2.0.
For O=c1c2c(-c3ccccc3)csc2ncn1Cc1ccccc1F the results were MITF primary -7.5, TEAD-YAP inh -8.3, FBW7 activator 0.1 and GPR151 activ -0.8.
For Cc1onc(-c2ccccc2Cl)c1C(=O)O/N=C(\N)c1ccncc1 the results were MITF primary -10.6, TEAD-YAP inh 10.9, FBW7 activator 0.0 and GPR151 activ 0.7.
O=C(CSc1nc2ccccc2o1)Nc1ccc(F)c(F)c1 was read as MITF primary 16.0, TEAD-YAP inh -7.5, FBW7 activator 0.2 and GPR151 activ -0.4.
O=C(O)c1ccc(NC2=NCCS2)cc1O was read as MITF primary 0.9, TEAD-YAP inh -3.9, FBW7 activator 0.1 and GPR151 activ -0.8.
For Cc1nnc2ccc(-c3ccc(NC(=O)CC4CCCCC4)cc3)nn12 the results were MITF primary 10.7, TEAD-YAP inh 16.6, FBW7 activator 0.2 and GPR151 activ -1.7.
`CN(c1ccccc1)S(=O)(=O)c1ccc(C(=O)Nc2ccc(-c3nc4ccccc4[nH]3)cc2)cc1` gave MITF primary 6.8, TEAD-YAP inh -6.2, FBW7 activator 1.0 and GPR151 activ 1.1.
Screening CCOc1cc2[nH]c(=O)n(Cc3ccc(C(=O)NCCOC)cc3)c(=O)c2cc1OCC returned MITF primary -5.8, TEAD-YAP inh -5.0, FBW7 activator -0.1 and GPR151 activ 0.5.
CCSc1nnc2c(n1)OC(c1ccc(N(CC)CC)cc1)Nc1ccccc1-2 (stereo unspecified) was read as MITF primary -0.8, TEAD-YAP inh -24.5, FBW7 activator 0.1 and GPR151 activ 0.1.
Screening CC1=C(C(=O)OCC(F)(F)F)C(c2ccc(Br)cc2)NC(=O)N1 (stereo unspecified) returned MITF primary 11.5, TEAD-YAP inh 4.7, FBW7 activator -0.2 and GPR151 activ -0.6.
For O=C1c2ccccc2C(=O)N1CCCN1CCN(CCCN2C(=O)c3ccccc3C2=O)CC1 the results were MITF primary 14.8, TEAD-YAP inh 6.7, FBW7 activator 0.1 and GPR151 activ -0.2.
Screening c1ccc(Nc2nc(Nc3ccncc3)nc3c2ncn3-c2ccsc2)cc1 returned MITF primary 7.9, TEAD-YAP inh 11.4, FBW7 activator 0.0 and GPR151 activ -1.2.
For CCc1c(C)sc(NC(=O)Nc2cccc(Cl)c2)c1C(N)=O the results were MITF primary -2.4, TEAD-YAP inh -1.6, FBW7 activator 0.0 and GPR151 activ 3.4.
For N#C/C(=C(/O)CSc1ncn[nH]1)c1nc2ccccc2[nH]1 the results were MITF primary 20.6, TEAD-YAP inh 11.9, FBW7 activator 0.0 and GPR151 activ 2.0.
`CC(C)n1cnc2c(NCc3ccccc3)nc(-c3ccc(N4CCOCC4)nc3)nc21` gave MITF primary 3.2, TEAD-YAP inh 4.5, FBW7 activator 0.1 and GPR151 activ -1.5.
`COC(F)(C(=O)Nc1cccc(C(=O)Nc2cccc(Cl)c2)c1)C(F)(F)F` (stereo unspecified) gave MITF primary 17.0, TEAD-YAP inh -2.1, FBW7 activator 0.3 and GPR151 activ 0.2.
Screening COc1nc(NCCN(C(C)C)C(C)C)nc(Nc2ccccn2)n1 returned MITF primary 7.2, TEAD-YAP inh 6.0, FBW7 activator -0.1 and GPR151 activ -1.9.
O=C(NCC(O)c1ccc(Br)cc1)c1cn(-c2ccncc2)nn1 (stereo unspecified) was read as MITF primary 5.7, TEAD-YAP inh -2.0, FBW7 activator 0.0 and GPR151 activ -1.4.
CCOc1ccc(NC(=O)CN(c2ccc(Br)c(C)c2)S(C)(=O)=O)cc1 was read as MITF primary -2.3, TEAD-YAP inh 2.6, FBW7 activator 0.0 and GPR151 activ -0.4.
For CC(C)CC(c1nnnn1Cc1ccco1)N1CCN(c2ccccc2F)CC1 (stereo unspecified) the results were MITF primary 2.7, TEAD-YAP inh -0.2, FBW7 activator 0.2 and GPR151 activ -0.1.
Screening COc1cccc(CNC(=O)CCC2CCCN(Cc3ccc(NC(C)=O)cc3)C2)c1 (stereo unspecified) returned MITF primary -10.5, TEAD-YAP inh 0.3, FBW7 activator -0.1 and GPR151 activ -0.4.

7 compounds drawn at random from the list so far, as already listed:
For CCc1c(C)sc(NC(=O)Nc2cccc(Cl)c2)c1C(N)=O the results were MITF primary -2.4, TEAD-YAP inh -1.6, FBW7 activator 0.0 and GPR151 activ 3.4.
`CC(C)n1cnc2c(NCc3ccccc3)nc(-c3ccc(N4CCOCC4)nc3)nc21` gave MITF primary 3.2, TEAD-YAP inh 4.5, FBW7 activator 0.1 and GPR151 activ -1.5.
For N#C/C(=C(/O)CSc1ncn[nH]1)c1nc2ccccc2[nH]1 the results were MITF primary 20.6, TEAD-YAP inh 11.9, FBW7 activator 0.0 and GPR151 activ 2.0.
O=C(NCC(O)c1ccc(Br)cc1)c1cn(-c2ccncc2)nn1 (stereo unspecified) was read as MITF primary 5.7, TEAD-YAP inh -2.0, FBW7 activator 0.0 and GPR151 activ -1.4.
For CC(C)CC(c1nnnn1Cc1ccco1)N1CCN(c2ccccc2F)CC1 (stereo unspecified) the results were MITF primary 2.7, TEAD-YAP inh -0.2, FBW7 activator 0.2 and GPR151 activ -0.1.
CCOc1ccc(NC(=O)CN(c2ccc(Br)c(C)c2)S(C)(=O)=O)cc1 was read as MITF primary -2.3, TEAD-YAP inh 2.6, FBW7 activator 0.0 and GPR151 activ -0.4.
Screening COc1nc(NCCN(C(C)C)C(C)C)nc(Nc2ccccn2)n1 returned MITF primary 7.2, TEAD-YAP inh 6.0, FBW7 activator -0.1 and GPR151 activ -1.9.

Following part:
`COC(=O)C1=C(C)NC2=C(C(=O)CC(C)(C)C2)C1c1c(F)cccc1F` (stereo unspecified) gave MITF primary 10.3, TEAD-YAP inh 11.8, FBW7 activator 0.1 and GPR151 activ -1.4.
For Cc1c(C(=O)N2CCc3ccccc32)nnn1-c1nc(-c2ccccc2)cs1 the results were MITF primary 8.8, TEAD-YAP inh -1.5, FBW7 activator -0.1 and GPR151 activ -0.4.
For CCOC(=O)CSc1nc2sc3c(c2c(=O)n1-c1ccc(OC)cc1)CC(C)(CC)OC3 (stereo unspecified) the results were MITF primary -5.7, TEAD-YAP inh 5.2, FBW7 activator 0.0 and GPR151 activ 0.9.
Cc1ccc(NC(=O)c2cc(S(=O)(=O)N(C)Cc3ccccc3)ccc2F)cc1 was read as MITF primary -11.1, TEAD-YAP inh -4.4, FBW7 activator 0.0 and GPR151 activ 0.3.
`CCN(CN1C(=O)c2ccccc2C1=O)c1ccccc1` gave MITF primary 0.2, TEAD-YAP inh -4.2, FBW7 activator -0.1 and GPR151 activ 0.8.
For OCCN1CCN(c2ncnc3sc4c(c23)CCC4)CC1 the results were MITF primary 18.8, TEAD-YAP inh -1.0, FBW7 activator 0.3 and GPR151 activ -0.8.
O=S(=O)(Nc1cccc(C2OCCCO2)c1)c1ccc(F)cc1 was read as MITF primary 3.2, TEAD-YAP inh 4.5, FBW7 activator -0.1 and GPR151 activ 1.1.
O=C(O/C(=C/c1nc2ccccc2n1Cc1ccc(Cl)cc1)c1ccccc1)c1ccccc1 was read as MITF primary 2.3, TEAD-YAP inh -7.5, FBW7 activator -0.1 and GPR151 activ -0.2.
`CCOc1ccccc1N1CCN(S(=O)(=O)c2ccc(OC)c3ccccc23)CC1` gave MITF primary -5.2, TEAD-YAP inh -4.3, FBW7 activator -0.1 and GPR151 activ 0.5.
`O=C(CSc1nc2ccccc2[nH]1)NC1CCCC1` gave MITF primary 9.4, TEAD-YAP inh -5.3, FBW7 activator 0.2 and GPR151 activ -2.1.
For COc1ccc(C2(C(N)=O)CCCC2)cc1 the results were MITF primary 7.1, TEAD-YAP inh 0.4, FBW7 activator 0.1 and GPR151 activ -0.1.
O=S(=O)(O)c1ccc2cccc(O)c2n1 was read as MITF primary -7.0, TEAD-YAP inh -8.0, FBW7 activator -0.1 and GPR151 activ 0.5.
Screening CCN(CC)S(=O)(=O)c1ccc(Oc2cccc(C(C)=O)c2)nc1 returned MITF primary -7.7, TEAD-YAP inh 2.2, FBW7 activator -0.1 and GPR151 activ -0.8.
CC(=O)Oc1cccc(N2C(=O)C3C4C=CC(C4=C(C)C)C3C2=O)c1 (stereo unspecified) was read as MITF primary 11.2, TEAD-YAP inh 9.1, FBW7 activator 0.8 and GPR151 activ -0.7.
For CN(C)c1ccc(C(c2cc(C(C)(C)C)c(O)c(C(C)(C)C)c2)N2CCOCC2)cc1 (stereo unspecified) the results were MITF primary 4.4, TEAD-YAP inh 8.1, FBW7 activator 0.0 and GPR151 activ -1.3.
Screening O=c1[nH]c(=O)n(C2OC(CO)C(O)C2O)cc1O (stereo unspecified) returned MITF primary 16.9, TEAD-YAP inh -11.5, FBW7 activator 0.4 and GPR151 activ -0.2.
`O=C1OC(c2ccc3c(c2)OCO3)=N/C1=C\c1ccc(Br)cc1` gave MITF primary 5.1, TEAD-YAP inh -6.9, FBW7 activator 0.2 and GPR151 activ -0.2.
Screening CCOC(=O)C1(Cc2ccccc2)NC(c2ccc(F)cc2)C2C(=O)N(C)C(=O)C21 (stereo unspecified) returned MITF primary 11.0, TEAD-YAP inh -6.6, FBW7 activator -0.2 and GPR151 activ 1.8.
Screening O=C(N[C@H]1C[C@H]2C(=O)N3CCC[C@@H]3C(=O)N2C1)Oc1ccc(F)cc1 returned MITF primary 18.7, TEAD-YAP inh 6.0, FBW7 activator 0.7 and GPR151 activ 2.3.
For O=S(=O)(Nc1ccccn1)c1cccc(S(=O)(=O)c2ccc(Cl)cc2)c1 the results were MITF primary 4.6, TEAD-YAP inh -0.8, FBW7 activator -0.1 and GPR151 activ 0.0.
Cc1ccc(CNC(=O)c2cc3c(=O)n4cccc(C)c4nc3n2C)cc1 was read as MITF primary 0.4, TEAD-YAP inh 3.4, FBW7 activator -0.1 and GPR151 activ 0.4.
`Fc1ccccc1C1CC(c2cccnc2)Nc2nc3ccccc3n21` (stereo unspecified) gave MITF primary 19.3, TEAD-YAP inh -20.0, FBW7 activator 0.1 and GPR151 activ -1.2.
Screening CCOC(=O)Nc1ccc2c(COC(=O)COc3ccc(OCC)cc3)cc(=O)oc2c1 returned MITF primary 12.4, TEAD-YAP inh 1.9, FBW7 activator 0.0 and GPR151 activ 0.9.
Screening O=C(NN=C1CCCCCC1)c1ccccc1O returned MITF primary 7.2, TEAD-YAP inh -29.8, FBW7 activator -0.1 and GPR151 activ -0.5.
`COc1ccc(-c2cc(NCCCN3CCCC3=O)ncn2)cn1` gave MITF primary -5.0, TEAD-YAP inh -18.5, FBW7 activator -0.2 and GPR151 activ 0.4.

Not a hit list (roughly 3.4% active in at least one column).
